Assay outcomes deposited in PubChem BioAssay by National Center for Advancing Translational Sciences (NCATS).
VP16 counter – inhibits Gal4-VP16 luciferase reporter, ROR gamma counter-screen | Drosophila S2 Gal4-VP16 UAS-luciferase, luminescence, 20 h | Potency, µM (highest dose often 53.6 µM), for inactives: top-dose activity, negative = inhibition, usual class: inhibitors | 3.5% of 310,000 active | AID 2546;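 note: Gal4-VP16 expression switched on by copper sulfate through the metallothionein promoter; % is set by controls: 0 for no effect and ±100 for the full control effect; nearly all actives have a fitted effect of over 50% in size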
RORg inh – blocks mouse ROR gamma transcriptional activity; P51450; Drosophila S2 Gal4-RORgamma UAS-luciferase reporter, 20 h; Potency, µM (titrated, usually from 53.6 µM), for inactives: at the top dose activity change, negative = inhibition, hits mostly inhibitors; 5.4% of 310,000 active; note: % is set by controls: 0 for no effect and ±100 for the full control effect; nearly all actives have a fitted effect of over 60% in size
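Stably transfected Drosophila Schneider cells are the test system, with ROR gamma fused to Gal4 and luciferase under UAS control; luminescence is read after 20 hr of 700 uM copper sulfate induction at ambient temperature.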
uPA surface inh – cell surface uPA generation inhibition. cell surface uPA generation assay, qHTS. Potency, µM (doses to about 38.3 µM), without a hit: at the top dose activity change, negative = inhibition, most hits filed as inhibitors. 0.31% of 330,000 active; active = well fitted inhibition curve with a large enough effect; inconclusive = small, poorly fitted or top-dose-only effect; inactive = no such curve, though single readings can be large or run the other way; tested in mouse RAW 264.7 cells; note: % is set by controls: 0 for no effect and ±100 for the full control effect; nearly all actives have a fitted effect of over 55% in size
FLuc modulator – firefly luciferase modulation, counter-screen for miR-21 project | 6.9% of 360,000 active | P08659 | purified FLuc, Km substrates, luminescence inhibition | Potency, µM (top dose mostly 57.5 µM), for inactives: top-dose activity change, negative = inhibition, actives largely listed as inhibitors;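 note: plate controls were vehicle for no effect and reference inhibitor for full effect; nearly all actives have a fitted effect of over 55% in size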
Target sequence (P08659 whole entry, looked up): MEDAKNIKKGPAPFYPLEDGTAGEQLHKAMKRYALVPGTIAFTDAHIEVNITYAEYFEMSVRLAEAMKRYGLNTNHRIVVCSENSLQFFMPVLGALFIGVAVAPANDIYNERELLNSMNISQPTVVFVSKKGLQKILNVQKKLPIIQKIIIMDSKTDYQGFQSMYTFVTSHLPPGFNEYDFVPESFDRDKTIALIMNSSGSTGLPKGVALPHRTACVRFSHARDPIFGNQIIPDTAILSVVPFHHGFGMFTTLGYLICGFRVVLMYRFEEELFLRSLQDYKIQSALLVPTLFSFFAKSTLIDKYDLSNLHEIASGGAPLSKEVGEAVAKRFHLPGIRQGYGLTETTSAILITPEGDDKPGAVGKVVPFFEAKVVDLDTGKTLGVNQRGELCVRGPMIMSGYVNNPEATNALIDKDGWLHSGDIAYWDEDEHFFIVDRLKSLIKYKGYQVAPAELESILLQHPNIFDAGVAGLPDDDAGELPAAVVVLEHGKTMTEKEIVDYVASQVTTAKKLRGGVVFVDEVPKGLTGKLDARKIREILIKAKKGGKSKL
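Biochemical qHTS of compounds, final roughly 60 µM downward over six points, against 10 nM purified firefly luciferase using Km concentrations of substrates (10 uM D-luciferin, 10 uM ATP) in Tris acetate pH 7.5 buffer; luminescence output.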
ELG1 genotox – genotoxicity induction in ELG1-luciferase HEK293T cells. AID 504466. Potency, µM (highest dose often 46 µM), for the others: at the highest dose activity change, positive = activation, usual class: activators. HEK293T ELG1-luciferase reporter, luminescence, 16 h. 1.3% of 330,000 active; note: % of control where 0% means no effect; nearly all actives have a fitted effect of over 60% in size
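Reporter readout depends on ELG1 protein level, which increases with genetic stress. After 16 hr compound exposure at 37 °C, luciferase activity was quantified using ONE-Glo.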
MBNL1 CUG block – MBNL1-poly(CUG) RNA binding inhibition. 0.036% of 280,000 active. Potency, µM (top dose mostly 57.5 µM), for inactives: top-dose activity change, negative = inhibition, usual class: inhibitors. Q9NR56. TR-FRET MBNL1-His/biotin-(CUG)12 binding, 665/545 ratio. AID 2675; active = well fitted inhibition curve with a large enough effect in the signal ratio, with a control signal flat, not every such curve was filed as active; inconclusive = small, poorly fitted or top-dose-only effect, or effect the other way, or a change in a side signal; inactive = no such curve, though single readings can be large or run the other way; the % refers to the signal ratio; note: % is set by controls: 0 for no effect and ±100 for the full control effect
Target sequence (Q9NR56 whole entry, looked up): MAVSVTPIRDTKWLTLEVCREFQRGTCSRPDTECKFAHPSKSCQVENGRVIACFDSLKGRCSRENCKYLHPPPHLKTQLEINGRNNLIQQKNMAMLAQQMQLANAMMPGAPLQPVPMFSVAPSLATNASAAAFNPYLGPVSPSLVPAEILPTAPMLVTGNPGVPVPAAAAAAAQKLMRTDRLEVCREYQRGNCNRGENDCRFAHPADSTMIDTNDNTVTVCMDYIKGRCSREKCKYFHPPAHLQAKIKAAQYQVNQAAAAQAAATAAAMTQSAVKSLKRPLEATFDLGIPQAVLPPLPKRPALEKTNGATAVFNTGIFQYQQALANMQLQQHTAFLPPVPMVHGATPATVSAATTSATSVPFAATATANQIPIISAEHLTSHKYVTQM
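Ratiometric TR-FRET (665 over 545 nm, excitation 340 nm) tracks disruption of MBNL1-His/biotin-(CUG)12 complex after 60 min at room temperature, with compounds at 92 nM to 58 uM final.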
BRCA1 expr up – increases BRCA1 expression; MCF7-BRCA1-FFLuc reporter, luminescence, 48 h; response scale: scaled: vehicle 0%, 10 µM genistein 100%; Potency, µM (titrated, usually from 46.1 µM), inactives show at the highest dose activation, usual class: activators; 1.1% of 380,000 active; AID 624202; note: nearly all actives have a fitted effect of over 80% in size; some results filed as inactive show a strong effect at the top dose
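Luminescence from a BRCA1-driven firefly luciferase in MCF7 cells was the read-out, taken 15 min after substrate addition following 48 h compound exposure at 37 °C. Data were normalized to a 10 microM genistein control and DMSO vehicle.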
p53 reactivator – mutant p53 re-activation in reporter cells; Potency, µM (top dose mostly 92.2 µM), for the others: top-dose activity change, positive = activation, actives largely listed as activators; H1299 p53-A138V BP100-luciferase reporter, luminescence, 24 h; 0.063% of 320,000 active; note: % of control where 0% means no effect; nearly all actives have a fitted effect of over 45% in size
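H1299 (p53-null), stable ts p53-A138V + BP100-Luc; 1000 cells/well, Opti-MEM/10% FBS; cpd 4 pt, 1:5; 24 h, 37 deg C, 5% CO2; detection reagent 10 min RT; luminescence.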
Rab9 promoter act – activates the Rab9 promoter | Huh7 Rab9 promoter-luciferase reporter, luminescence, 24 h | Potency, µM (doses to about 9.22 µM), without a hit: at the top dose activation, negative = inhibition, usual class: activators | 2.8% of 320,000 active | AID 485297; note: % of control where 0% means no effect; nearly all actives have a fitted effect of over 60% in size
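Huh7 cells stably carrying a Rab9 promoter-luciferase reporter, 1500 cells per well in OP-MEM I with 10% FBS, treated with compound 24 hours at 37C. Luciferase activity read by luminescence after 10 minutes with Amplite reagent.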
NPC1 prom act – NPC1 promoter activation. Huh7 NPC1 promoter luciferase reporter, 24 h. Potency, µM (titrated, usually from 9.22 µM), for the others: at the highest dose activation, usual class: activators. 2.4% of 320,000 active;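 note: % of control where 0% means no effect; nearly all actives have a fitted effect of over 60% in size; reporter is driven by a mutant NPC1 promoter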
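Compounds in DMSO were transferred onto Huh7 NPC1-luciferase reporter cells pre-incubated 2 h; after 24 h at 37 °C, Amplite reagent was dispensed and luminescence recorded 10 min later.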
The depositor's hits bear a star; ? = inconclusive; / = no result given; & = joins results of further samples; [ ] = remark or other dose. Unless noted, calls come from the whole dose curve; as a rule, active = well fitted curve in the direction sought with a large enough effect; inconclusive = small, poorly fitted or top-dose-only effect, or another doubt; inactive = no such curve, though single readings can be large; an effect the other way counts as inactive or inconclusive. Potency is the fitted concentration of half-maximal effect.

| cpd | molecule | VP16 counter | RORg inh | uPA surface inh | FLuc modulator | ELG1 genotox | MBNL1 CUG block | BRCA1 expr up | p53 reactivator | Rab9 promoter act | NPC1 prom act |
| --- | --- | --- | --- | --- | --- | --- | --- | --- | --- | --- | --- |
| 1 | COc1ccc(C(C)=O)c2c(O)cccc12 | 5% | 10% | 1% | -8% | 4% | 23% | -35% | -3% | -3% | 8% |
| 2 | Cc1cc(OC(C)C)nc(-c2ccccc2O)n1 | 10% | -11% | 0% | 4% | 3% | -3% | 0% | -3% | -3% | 1% |
| 3 | CCCCOC(=O)C1=C(C)Nc2ncnn2C1c1cccc(OC)c1 (stereo not given) | ? | -19% | 5% | -7% | -3% | 5% | -14% | -2% | -3% | -3% |
| 4 | Cc1ccc(C(=O)N/N=C\c2ccc([N+](=O)[O-])s2)cn1 | 3.2µM* | 2.8µM* | -9% | -9% | -3% | / | -53% | -1% | -9% | -4% |
| 5 | CN1C(=C2C(=O)OC(C)(C)OC2=O)Sc2ccccc21 | 0% | ? | -1% | 15µM* | ? | -4% | 71% | 2% | 2.5µM* | 3.5µM* |
| 6 | Cc1ccccc1NC(=O)C1CCN(S(=O)(=O)c2cccc3nonc23)CC1 | 3% | -25% | -6% | -3%&-6% | -6% | ? | -16%&5% | -5% | 5% | 1% |
| 7 | O=C(NC12CC3CC(CC(C3)C1)C2)N1CCN(C(=O)C2CCCO2)CC1 (stereo not given) | 4% | -18% | 1% | 3% | 10% | -6% | -3% | 9% | 0% | -2% |
| 8 | COC(=O)CC1C(=O)NCCN1C(=O)Nc1ccccc1 (stereo not given) | 3% | 4% | 1% | 3% | 0% | -13% | 9% | 0% | 3% | 0% |
| 9 | COC(=O)c1cc(NC(=O)Cc2cc(OC)c(OC)c(OC)c2)cc(C(=O)OC)c1 | -5% | -8% | 6% | 3% | 3% | 2% | 24% | 0% | 2% | -12% |
| 10 | COc1ccc(CNC(=O)c2c(O)c3ccccc3n(C)c2=O)cc1OC | 0% | -15% | 3% | -2% | -38%[inhibitor] | 13% | 9% | 4% | -5% | 1% |
| 11 | COC(=O)c1cccc(Cn2c(Cl)c(/C=N/NC(=O)c3ccco3)sc2=O)c1 | -5% | ? | -26% | 4% | -1% | ? | -29% | -7% | 5% | -15% |
| 12 | Oc1ccc(CN2CCC(Cc3ccccc3)CC2)c2cccnc12 | 4.5µM* | 2.2µM* | -12% | 0% | ? | 20% | -74% | 20% | -17% | -49%[inhibitor] |
| 13 | CCOC(=O)c1c(NC(=O)CN2CCCCC2)sc(CN(C)C)c1-c1ccccc1 | 0% | -9% | -2% | 4% | -2% | 1% | -5% | -4% | 5% | -11% |
| 14 | CC(C)CCc1c(O)nc(SCC(=O)N2CCCCCC2)[nH]c1=O | 3% | -13% | / | 0% | 5% | -5% | / | ? | 1% | -2% |
| 15 | CCS(=O)(=O)c1nc(S(=O)(=O)c2ccc(C)cc2)c(NCCCN2CCOCC2)s1 | 0% | -11% | -4% | 0% | 0% | 0% | -17% | -5% | -3% | ? |
| 16 | Cc1ccc2cccc(OCC(=O)Nc3cccc(S(=O)(=O)N4CCCC4)c3)c2n1 | / | / | -18% | 0% | -12% | / | -64% | -1% | -3% | -2% |
| 17 | COc1ccccc1-c1nc(N)n[nH]1 | -1% | -26% | 14% | 0% | 2% | -12% | -4% | -1% | -11% | 3% |
| 18 | CCOc1ccc(CCNc2nc3ccccc3n3c(C)nnc23)cc1OCC | -3% | 14% | 6% | -2%&-12% | -4% | -10% | -47% | -3% | 3%[1.84 µM] | -8% |
| 19 | Cc1ccc2nc(SCC(=O)Nc3cccc(S(N)(=O)=O)c3)[nH]c2c1 | -2% | ? | 7% | ? | 0% | -1% | 6% | 5% | -2% | -3% |
| 20 | CCCc1nc2ccccc2c(C(=O)OCC(=O)Nc2c(C)n(C)n(-c3ccccc3)c2=O)c1CC | -13% | 19% | 6% | 7% | -6% | 2% | -22% | -8% | -12% | 2% |
| 21 | N=C1C(c2nc3ccccc3s2)=C(O)CN1C1CCCCC1 | 4% | 6% | 5% | -7% | 9% | -8% | ? | 6% | ? | ? |
| 22 | O=c1c(O)c(-c2ccc(O)cc2)oc2cc(O)cc(O)c12 | -24% | -25% | -15% | / | / | / | 56% | / | / | / |
| 23 | COc1ccc2c(c1)cc1c(=O)n(CC(=O)NC(C)CCc3ccccc3)nc(C)n12 (stereo not given) | -4% | -2% | 0% | 4%&1% | 1% | 3% | -16% | 11% | 0% | 2% |
| 24 | Cc1ccc(NC(=O)c2ccc(CSc3nccc(C)n3)cc2)cc1 | -3% | 7% | -3% | ? | -5% | -10% | 10% | 9% | 9% | 19% |
| 25 | OC(CN(c1ccccc1)c1ccccc1)Cn1cnc2ccccc21 (stereo not given) | ? | -21% | -10% | 3% | -8% | 8% | -71% | 7% | -2% | -2% |
| 26 | Cc1onc(-c2c(Cl)cccc2Cl)c1C(=O)N1CCOCC1 | 6% | -20% | 1% | 9% | 0% | -3% | 20% | -6% | -6% | 1% |
| 27 | Cc1ccc(/C=C/C(=O)c2c(C)cc(C)[nH]c2=O)cc1 | ? | ? | / | -3% | 0% | 7% | -84%[inhibitor] | -12% | -9% | 1% |
| 28 | CCc1ccc(NC(=O)CSc2nc3nc(C)cc(C)n3n2)cc1 | 1.1µM* | 36% | -6% | -1%&-10% | -3% | -3% | -4%&-31% | -10% | 2% | 2% |
| 29 | C=CCn1c(Cc2cccs2)nnc1SCC(=O)Nc1cccc(OC)c1 | 2% | -1% | -8% | 4% | -1% | 0% | 10% | 10% | 7% | 2% |
| 30 | COc1cc(O)c(C(CC(=O)N2CCN(c3ccccc3)CC2)c2cc(OC)c(OC)c(OC)c2)c(OC)c1 (stereo not given) | 2%&-3% | ? | -2% | 1% | 1% | -7% | 0% | 2% | -3% | 0% |
| 31 | Cn1c(N/N=C\c2cccc(O)c2)cc(=O)n(C)c1=O | -4% | 24% | 3% | ? | 1% | ? | -72% | 5% | -1% | 1% |
| 32 | CC(=O)NC12CC3CC(C1)CC(C(=O)NCC(=O)Nc1c(C)cc(C)cc1C)(C3)C2 | / | / | ? | 7% | 1% | / | 0% | 0% | 1% | -3% |
| 33 | Cc1ccccc1Nc1scc(-c2ccc(Br)cc2)[n+]1-c1ccccc1C | -5% | 1% | -1% | -1% | -8% | 1% | -37% | 4% | -1% | -1% |
| 34 | Cc1cc(NC(=O)CCN2C(=O)C3C4C=CC(C4)C3C2=O)ccc1Br (stereo not given) | -10% | 23% | 3% | -14% | 2% | -10% | -3% | 4% | 0% | -3% |
| 35 | CCn1cc(C(=O)Nc2ccc(-n3cnnn3)c(OC)c2)c(=O)c2ccc(C)nc21 | -5% | -3% | / | 0% | 1% | -8% | / | -8% | 1% | -2% |
| 36 | O=C(Nc1ccc2nc3n(c(=O)c2c1)CCCCC3)c1ccccc1Cl | -19% | -10% | -15% | ? | -1% | 3% | 10% | ? | ? | 15% |
| 37 | O=C(NC(=S)NC(CO)c1ccccc1)c1ccc(F)cc1 (stereo not given) | -2% | ? | 1% | 2% | 1% | -10% | -1% | -1% | 1% | 1% |
| 38 | CN(C)S(=O)(=O)c1cccc(C(=O)NCC2CCCCC2)c1 | 19% | 122% | 1% | -3% | 5% | 22% | 8% | 2% | 0% | 3% |
| 39 | CSCC[C@H](NC(=O)COc1ccc(Cl)cc1)C(=O)N1CCC2(CC1)NCCc1[nH]cnc12 | -2% | -3% | -14% | 0% | 0%[9.26 µM] | -3% | -11% | -8% | 5% | -5% |
| 40 | O=C1NC[C@H](CC2CCCCC2)N(CC2CCCCC2)C1=O | / | / | -5% | 0% | -4% | / | 0% | -3% | 0% | -3% |
| 41 | CC1(C)CC(NC(=O)c2cc(COc3cccc(C(F)(F)F)c3)on2)CCO1 (stereo not given) | -1% | ? | -3% | ? | ? | -4% | 69% | ? | 23% | 28% |

Given as labelled records: entries from further up.
(34) Cc1cc(NC(=O)CCN2C(=O)C3C4C=CC(C4)C3C2=O)ccc1Br (stereo not given)
  VP16 counter: -10%; RORg inh: 23%; uPA surface inh: 3%; FLuc modulator: -14%; ELG1 genotox: 2%; MBNL1 CUG block: -10%; BRCA1 expr up: -3%; p53 reactivator: 4%; Rab9 promoter act: 0%; NPC1 prom act: -3%

(35) CCn1cc(C(=O)Nc2ccc(-n3cnnn3)c(OC)c2)c(=O)c2ccc(C)nc21
  VP16 counter: -5%; RORg inh: -3%; uPA surface inh: /; FLuc modulator: 0%; ELG1 genotox: 1%; MBNL1 CUG block: -8%; BRCA1 expr up: /; p53 reactivator: -8%; Rab9 promoter act: 1%; NPC1 prom act: -2%

(36) O=C(Nc1ccc2nc3n(c(=O)c2c1)CCCCC3)c1ccccc1Cl
  VP16 counter: -19%; RORg inh: -10%; uPA surface inh: -15%; FLuc modulator: ?; ELG1 genotox: -1%; MBNL1 CUG block: 3%; BRCA1 expr up: 10%; p53 reactivator: ?; Rab9 promoter act: ?; NPC1 prom act: 15%

(37) O=C(NC(=S)NC(CO)c1ccccc1)c1ccc(F)cc1 (stereo not given)
  VP16 counter: -2%; RORg inh: ?; uPA surface inh: 1%; FLuc modulator: 2%; ELG1 genotox: 1%; MBNL1 CUG block: -10%; BRCA1 expr up: -1%; p53 reactivator: -1%; Rab9 promoter act: 1%; NPC1 prom act: 1%

An unsorted share of the library (roughly 13% active in at least one column).
